Compound activity: PubChem BioAssay, School of Medicine, Indiana University
FECH inh – inhibitors of human ferrochelatase, primary screen, biochemical, purified FECH, Ni-mesoporphyrin absorbance. Ni-mesoporphyrin absorbance 550 nm. calls only at 10 µM (by protocol). 20,000 tested, 3.3% active;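 active = enzyme reaction rate more than 3 SD below the solvent-only control wells on the same plate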;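 note: lower slope than DMSO wells means FECH inhibition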
Target sequence (P22830 whole entry, looked up): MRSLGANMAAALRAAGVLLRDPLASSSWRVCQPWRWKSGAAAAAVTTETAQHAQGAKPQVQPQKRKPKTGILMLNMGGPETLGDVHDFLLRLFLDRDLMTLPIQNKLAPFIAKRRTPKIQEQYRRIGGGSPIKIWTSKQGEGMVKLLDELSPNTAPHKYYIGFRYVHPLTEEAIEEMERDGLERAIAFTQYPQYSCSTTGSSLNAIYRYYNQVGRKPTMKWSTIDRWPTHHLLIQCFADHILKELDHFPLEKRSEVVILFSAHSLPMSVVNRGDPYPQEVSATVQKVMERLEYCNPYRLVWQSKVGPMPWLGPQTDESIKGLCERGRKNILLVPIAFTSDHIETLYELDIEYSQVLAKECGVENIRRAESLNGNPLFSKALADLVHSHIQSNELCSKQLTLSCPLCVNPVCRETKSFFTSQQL
Calls only; i = inactive; + = active, no number.

FECH inh	Molecule
i	CCc1cc(N2CCCC(C)(CO)C2)nc(N(C)C)n1 (stereo unspecified)
i	COC(=O)c1cc(S(=O)(=O)N2CCCC2C(=O)Nc2ccc(OC)c(OC)c2)cn1C (stereo unspecified)
i	CCc1ncc(C(=O)N(C)CCc2nc3ccc(OC)cc3[nH]2)cn1
i	Cc1nc2cccnc2n1C1CCN(C(=O)Nc2ccc(F)c(Cl)c2)CC1
i	Cc1ncc(CN(C)Cc2csc(-c3cccs3)n2)[nH]1
i	C=CCn1cc(CN2CCc3[nH]cnc3C2Cc2ccccc2)cn1 (stereo unspecified)
i	NS(=O)(=O)c1ccc(CCNC(=O)Cn2cnc3c([nH]c4ccccc43)c2=O)cc1
i	CCc1ccccc1NC(=O)C1CCN(c2ncnc3c2nc2n3CCCCC2)CC1
i	COc1ccc(OC)c(S(=O)(=O)NCCn2c(-c3ccc(C)cc3)nc3cccnc32)c1
i	CCc1nc(OCC(=O)NCc2ccccc2Cl)c2c(C)c(C)oc2n1
i	Cc1nn2cc(CNC(=O)CN3CCOc4ccccc4C3)nc2s1
i	Cc1cccc(C(=O)Nc2ccc(C)c(OCc3cc(=O)n4cccc(C)c4n3)c2)c1
i	Cc1ccccc1Cn1c(=O)c2cnc(-c3cccnc3)nc2n(C)c1=O
i	O=C1NC(c2cccnc2)(C2CCNCC2)C(=O)N1Cc1ccccc1F (stereo unspecified)
i	CCCn1nccc1C(=O)N1C[C@H]2C[C@H](O)[C@H](O)C[C@H]2C1

The list goes on:
FECH inh	Molecule
i	Cc1ccn2c(=O)cc(COc3cccc(NC(=O)COc4ccc(F)cc4)c3)nc2c1
i	Cc1cncc(NC(=O)c2ccc(CN(C)Cc3noc(C)n3)cc2)c1
i	Cc1cccc(NC(=O)c2ccc(=O)n(Cc3cccc(F)c3)c2)c1
i	CC(C)NC(=O)C1CCN(c2ccc(-c3cccs3)nn2)CC1
i	CN1CCCN(C(=O)c2cc(CN(C)CCc3ccccc3)on2)CC1
i	CCOC(=O)CCNC(=O)N1CCC(Cc2nncn2C)CC1
i	CCn1c(C2CCNCC2)nn(Cc2ccccc2-n2cccn2)c1=O
i	Cc1[nH]c(=O)[nH]c(=O)c1-c1cccc(C(C)N(C)C)c1 (stereo unspecified)
i	CC1(C(=O)N2CCCC(c3[nH]ncc3Cc3ccccc3)C2)CCNCC1 (stereo unspecified)
i	Nc1ccc(C(=O)N2CCOC(c3ccc(Cl)c(Cl)c3)C2)cn1 (stereo unspecified)
i	CCC1(CC)CN(C(=O)c2nnc(COC)o2)CCO1
i	COCCN1CCCC(O)(CN2CCN(c3cnccn3)CC2)C1=O (stereo unspecified)
i	COc1cccc(-c2cc(C(F)(F)F)ccn2)c1OC
i	CC(C)C(=O)Nc1cccnc1-c1ccc(Cl)s1
+	CC(C)CC1(CO)CCCN(C(=O)c2cccc(C#CC(C)(C)O)c2)C1 (stereo unspecified)

Quoted at random: five records from the list, in no set order.
FECH inh	Molecule
i	Cc1cncc(NC(=O)c2ccc(CN(C)Cc3noc(C)n3)cc2)c1
i	CC1(C(=O)N2CCCC(c3[nH]ncc3Cc3ccccc3)C2)CCNCC1 (stereo unspecified)
i	CN1CCCN(C(=O)c2cc(CN(C)CCc3ccccc3)on2)CC1
i	CC(C)NC(=O)C1CCN(c2ccc(-c3cccs3)nn2)CC1
i	CCOC(=O)CCNC(=O)N1CCC(Cc2nncn2C)CC1

More records follow.
FECH inh	Molecule
i	COc1cccc(CN2CCN(Cc3ccccc3F)S2(=O)=O)c1
i	CNC(=O)[C@@H]1C[C@@H](N)CN1C(=O)c1cccc(NCc2ccc(F)cc2)c1
i	Cc1ccc(OC2(C(=O)NCCN3C(=O)CCC3=O)CCNCC2)cc1
i	CCCNC(=O)NCc1cc(C)cc2c(C)c(CC)[nH]c12
+	CCCn1cnc2nc(CSc3ccccc3NC(=O)c3ccco3)cc(=O)n21
i	Cc1cc(Nc2ccccc2)nc(Nc2ccc(NC(=O)CCC3CCCCC3)cc2)n1
i	O=C(NCCC1COc2ccccc2O1)c1ccc(-c2cccc(F)c2)nc1 (stereo unspecified)
i	COc1cccc(-c2cc(=O)[nH]c(SCc3nc(-c4ccc(Cl)cc4)oc3C)n2)c1
i	CNC(=O)CC1C(=O)NCCN1Cc1cnn(-c2ccc(C)c(C)c2)c1 (stereo unspecified)
i	Cc1ccc(C(=O)N2CCC3(CC2)C(=O)NCCN3C)c2ccccc12
i	COC(=O)c1cc(S(=O)(=O)N2CCCC2C(=O)Nc2cc(OC)cc(OC)c2)cn1C (stereo unspecified)
i	CCCc1ncn(Cc2nc(-c3sccc3C)oc2C)n1
i	CC(=O)N1CCc2c(sc(NC(=O)c3ccc(OC(C)C)cc3)c2-c2nc3ccccc3s2)C1
i	CCc1nc(CN(C)C(=O)c2cc(-c3ccccc3)no2)no1
i	C=CCn1cc(CNC[C@@H]2C[C@@H]3C=C[C@H]2C32CC2)c(C)n1

The list continues.
FECH inh	Molecule
i	Cc1cccn2c(CNC(=O)c3cccc(Cn4cccn4)c3)cnc12
i	C=CCNc1nc(Nc2ccccc2C)c2cnn(-c3ccccc3)c2n1
i	Cc1cnc(C)c(-c2cc(O)c3c(c2)CN(C(=O)C2COCCN2)CCO3)n1 (stereo unspecified)
i	Cc1nn(-c2ccc(F)cc2)c(C)c1CNC(C)Cn1ccnc1 (stereo unspecified)
i	COc1ccc2c(c1)CC(NCC1CCN(C(=O)C(C)C)CC1)CC2 (stereo unspecified)
i	Cc1cc(N(C)C)nc(Nc2ccc(NC(=O)CC(C)C)cc2)n1
i	Cc1nnc(SCCNC(=O)c2cn[nH]n2)s1
i	Cc1nc(NC(=O)NCc2cccc(OC(F)(F)F)c2)nn1C(C)C
i	CC(C)(CO)CNC(=O)CC(c1ccccc1)c1ccc(F)cc1 (stereo unspecified)
i	COc1cccc(CN2CC(=O)N(Cc3ccc(Cl)cc3)c3ccccc3S2(=O)=O)c1
i	Cc1cc2c(cc1CN1CCc3[nH]cnc3C1c1ccsc1)OCO2 (stereo unspecified)
i	CC(C)C1CN(c2ccc(C(=O)N3CCOCC3)cn2)CCCN1CC1CC1 (stereo unspecified)
i	O=C(CN1CCC(Cc2cccc(C(=O)O)c2)CC1)NCc1ccccn1
+	O=c1cc(CNc2ccccc2Cl)nc2nc(NCc3ccccc3)[nH]n12
+	Cc1cnc(NCCNC(=O)c2cccnc2)nc1N(C)C

The results go on.
FECH inh	Molecule
i	CCc1nc2cccnc2n1C1CCN(S(=O)(=O)c2ccc(OC)c(OC)c2)CC1
i	CCOC(=O)c1c(NC(=O)c2cc3ccccc3oc2=O)sc2c1CCN(CC)C2
i	Cc1ccc(CNC(=O)c2cc3n(n2)CC(C)(C(=O)NCc2ccc(F)cc2)N(C)C3=O)o1 (stereo unspecified)
i	Cn1ncc(N2CCC(CNC(=O)c3n[nH]c4c3CCC4)C2)cc1=O (stereo unspecified)
i	C=CCN(CC#Cc1ccccc1)Cc1cnc(C)[nH]1
i	CC(=O)Nc1cccc(Nc2cc(-c3ccc(C)cc3)nc(C)n2)c1
i	COc1cc2c(=O)n(Cc3ccc(C(=O)NCc4ccco4)cc3)c(=O)n(CC(N)=O)c2cc1OC
i	COc1ccc(C(=O)Nc2nc3n(n2)C(c2ccccc2Cl)C=C(c2ccc(Cl)cc2)N3)cc1 (stereo unspecified)
i	Cc1ccccc1-c1cc(O)c2c(c1)CN(CCn1nccc1C)CCO2
i	Cc1ccc(-c2ccc(C(=O)NCCC3CN(C)CCO3)o2)cc1 (stereo unspecified)
i	COc1ccccc1C(=O)Oc1ccc(Nc2cc(C)nc3nc(-c4cccnc4)nn23)cc1
i	CC(C)c1cc(C2CCN(C(=O)c3c4c(nn3C)CCCC4)CC2)[nH]n1
i	CN1CCCN(c2ncccc2CNC(=O)c2c[nH]c3ccccc23)CC1
i	CC(C)Cn1cncc1CNc1nc(CCN)nc2ccccc12
i	CCN(CC)c1ncc(NS(=O)(=O)c2ccc(C(C)C)cc2)cc1C(=O)O

(continued)
FECH inh	Molecule
i	Cc1cc(C)n2nc(CN(C(=O)CC(C)C)c3ccc(Cl)cc3)nc2n1
i	Cc1ccc(Nc2cc(C)nc(Nc3ccc(NC(=O)C4CCCCC4)cc3)n2)cc1
i	CN(C)c1nc2c(c(=O)[nH]1)CCN(C(=O)C1[C@@H]3[C@H]4CC[C@H](C4)[C@H]13)CC2 (stereo partly specified)
i	O=C1C[C@H]2CC[C@@H](CN1)N2Cc1ccc(OCc2ccccn2)cc1
i	COC(=O)c1c(NC(=O)c2cccc(Oc3ccccc3)c2)sc2c1CCN(C)C2
i	COCCn1c(CNC(=O)Cc2cccc(OC)c2)nc2cccnc21
i	c1ccc2oc(-c3n[nH]c(C4CC4)n3)cc2c1
i	Cc1ccc(Nc2nc(NCc3cccnc3)nc3c2cnn3-c2ccccc2)cc1C
i	C=CCNc1ccccc1C(=O)N(C)CC1CCCCN1C (stereo unspecified)
i	Cc1nn(C)c(C)c1CN(C(=O)c1cc2ncccn2n1)C1CC1
i	COc1ccc(S(=O)(=O)N2CCN(c3nc(C)cc(N4CCOCC4)n3)CC2)cc1
i	O=C(CSc1nc(-c2ccco2)nc2cc(=O)[nH]n12)NCCCc1ccccc1
i	COc1ccc(N(Cc2nc3nc(C)c(Cl)c(C)n3n2)C(=O)c2ccc(C)cc2)cc1
i	O=c1c(NCc2ccc(F)cc2)c(-c2ccc3c(c2)CCCC3)c1=O
i	COc1ccc(Cn2c(CNC(=O)c3cccc(OC)c3)nc3cccnc32)cc1

New compounds follow.
FECH inh	Molecule
i	O=C1CC(c2ccncc2Cl)c2ccc(N3CCNC3=O)cc2N1 (stereo unspecified)
i	COc1ccccc1-c1nc(CSc2nc(C)cc(=O)[nH]2)c(C)o1
i	COc1ccccc1NC(=O)Nc1nc(CC(=O)NCCc2ccc(S(N)(=O)=O)cc2)cs1
i	O=C(Cc1cn2ccsc2n1)NCCc1nc2c(s1)CCCC2
i	Cc1ccc(OC2(C(=O)NC(C)c3csc(C)n3)CCNCC2)cc1 (stereo unspecified)
i	CN(Cc1cnc(-c2ccccn2)nc1)Cc1cccc2ncccc12
i	CCN1CCC(CN(CC)C(=O)c2ccc(S(N)(=O)=O)cc2)C1 (stereo unspecified)
i	CC(=O)N1CCCn2nc(C(=O)NCc3nc4ccccc4[nH]3)cc2C1
i	COc1cccc(C(=O)N(Cc2nc3nc(C)cc(C)n3n2)c2cccc(C)c2)c1
i	CC(=O)c1cn(C(C)C(=O)N2CCc3c(nc[nH]c3=O)C2)c2ccccc12 (stereo unspecified)
i	Cc1ccc(Sc2ccc(C3NCCc4[nH]cnc43)o2)cc1 (stereo unspecified)
i	CCN(Cc1cnc(-c2ccco2)nc1)CC1CCOCC1
i	COC(=O)c1ccc(OC)c(CN2CCCN(Cc3cccc(C)c3)S2(=O)=O)c1
+	Cc1ccc(C2=CC(c3ccc(Cl)cc3)n3nc(NC(=O)CC(C)C)nc3N2)cc1 (stereo unspecified)
i	CN(Cc1nc2c(s1)CCCC2)C(=O)CC1C(=O)N(C)C(=O)N1C (stereo unspecified)

The final 2 compounds of the section before lead into the next.
FECH inh	Molecule
+	Cc1ccc(C2=CC(c3ccc(Cl)cc3)n3nc(NC(=O)CC(C)C)nc3N2)cc1 (stereo unspecified)
i	CN(Cc1nc2c(s1)CCCC2)C(=O)CC1C(=O)N(C)C(=O)N1C (stereo unspecified)
i	O=C(CN1C(=O)C2CCCCN2c2ccc(S(=O)(=O)N3CCCCC3)cc21)N1CCCCC1 (stereo unspecified)
i	CSCc1noc(-c2cn(CCc3ccccc3)nn2)n1
i	Cc1cccnc1CN1C[C@H]2OC(=O)N(CCc3cccc(Cl)c3)[C@H]2C1
i	Cc1ccc(C2=CC(c3c(F)cccc3Cl)n3nc(NC(=O)c4ccco4)nc3N2)cc1 (stereo unspecified)
i	Cc1ccccc1SCC(=O)N1CCC2(CC1)c1ccccc1[C@@H](N)[C@@H]2O
i	Cc1nc2nc(CN(C(=O)C(C)C)c3ccccc3)nn2c(C)c1Cl
i	Cc1cc(N2CCCC2)nc(Nc2ccc(NC(=O)CC(C)(C)C)cc2)n1
i	COc1ccccc1NC(=O)Nc1nc(CC(=O)Nc2ccc(C)c(Cl)c2)cs1
i	COc1cccc(Nc2cc(C)nc3nc(-c4cccnc4)nn23)c1
i	CN(CCCc1cnn(C)c1)C(=O)c1cccnc1
i	COc1ccc(-c2cc(N3CCN(C(=O)Nc4ccc(Br)cc4F)CC3)ncn2)cc1
i	CCOc1ccccc1NC(=O)CN1CCCN(Cc2ccc(Cl)cc2)S1(=O)=O
i	COc1ccccc1CCNC(=O)c1ccc(CN2C(=O)CCn3nccc32)cc1
i	CNC(=O)C1CCC(Cn2c(=O)c3sccc3n(CC(=O)Nc3ccc4c(c3)OCO4)c2=O)CC1 (stereo unspecified)
i	COCC(NC(=O)c1cn(-c2ccccc2)nn1)c1ccnn1C (stereo unspecified)

An excerpt from above in order of formula weight, descending.
FECH inh	Molecule
i	CNC(=O)C1CCC(Cn2c(=O)c3sccc3n(CC(=O)Nc3ccc4c(c3)OCO4)c2=O)CC1 (stereo unspecified)
i	CCOc1ccccc1NC(=O)CN1CCCN(Cc2ccc(Cl)cc2)S1(=O)=O
i	Cc1cccnc1CN1C[C@H]2OC(=O)N(CCc3cccc(Cl)c3)[C@H]2C1

Later entries
FECH inh	Molecule
i	CN(Cc1ccc2nonc2c1)C(=O)CN1CCOc2ccccc2C1
i	CCS(=O)(=O)N1CCC2(CCCN(CCc3ccccc3)C2)C1 (stereo unspecified)
i	O=C(CCC(=O)N1CCc2cc(S(=O)(=O)NCc3cccs3)ccc21)N1CCCCCC1
i	CN(C)C(=O)c1cc2cc(NS(=O)(=O)NCc3ccccc3)ccc2s1
i	CCc1ccc(CN2CCCC3(CCN(C(=O)c4ccc(F)cc4)C3)C2)nc1 (stereo unspecified)

Some of the compounds tested. The share of hits here may be higher or lower than overall.
